# ELG1 genotox – qHTS screen for small molecules that induce genotoxicity in human embryonic kidney (HEK293T) cells expressing luciferase-tagged ELG1; HEK293T ELG1-luciferase reporter, luminescence, 16 h; Potency, µM (doses to about 46 µM), without a hit: at the top dose activity change, positive = activation, most hits filed as activators; 1.3% of 330,000 active; AID 504466, 2011; further: % of control where 0% means no effect; nearly all actives have a fitted effect of over 60% in size
#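 Reporter readout depends on ELG1 protein level, which increases with genetic stress. After 16 hr compound exposure at 37 °C, luciferase activity was quantified using ONE-Glo.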
# Gal4-VP16 FLuc – VP16 counterscreen qHTS for inhibitors of ROR gamma transcriptional activity; Drosophila S2 Gal4-VP16 UAS-luciferase, luminescence, 20 h; 3.5% of 310,000 active; Potency, µM (series often up to 53.6 µM), for the others: at the top dose activity, negative = inhibition, usual class: inhibitors;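 further: Gal4-VP16 expression switched on by copper sulfate through the metallothionein promoter; on the % scale 0 is the no-effect control and ±100 the full control effect; nearly all actives have a fitted effect of over 50% in size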
# CXXC DNA block – qHTS Fluorescence Polarization Assay for Inhibitors of MLL CXXC domain - DNA interaction; MLL-CXXC / FITC-HOXA9 DNA fluorescence polarization; Potency, µM (highest dose often 115 µM), inactives show top-dose activity change, negative = inhibition, actives largely listed as inhibitors; 0.037% of 290,000 active; AID 2662, 2010; Histone-lysine N-methyltransferase 2A (Homo sapiens), Q03164; active means well fitted inhibition curve with a large enough effect in the polarisation, with a control signal flat, not every such curve was filed as active; inconclusive means small, poorly fitted or top-dose-only effect, or effect the other way, or a change in a side signal; inactive means no such curve, though single readings can be large or run the other way; the % refers to the polarisation
#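 Fluorescence polarization: 7 uM MLL-CXXC (stock) preincubated 5 min with compounds, then 50 nM fluorescein-HOX-A9 DNA (stock) added; 30 min ambient. Buffer 50 mM Tris-HCl pH 7.5, 50 mM NaCl, 1 mM DTT, 0.05% BSA.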
# Rab9 prom act – qHTS Assay for Rab9 Promoter Activators; Huh7 Rab9 promoter-luciferase reporter, luminescence, 24 h; Potency, µM (titrated, usually from 9.22 µM), inactives show at the highest dose activation, negative = inhibition, actives largely listed as activators; 2.8% of 320,000 active; AID 485297, 2010; further: % of control where 0% means no effect; nearly all actives have a fitted effect of over 60% in size
#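 Promoter activation is measured as luciferase luminescence in Huh7 cells stably transfected with a Rab9 promoter–luciferase construct, following 24 h compound exposure at 37 °C and 10 min reagent incubation at ambient temperature.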
# RORgamma inh – qHTS for inhibitors of ROR gamma transcriptional activity; Nuclear receptor ROR-gamma (Mus musculus), P51450; Drosophila S2 Gal4-RORgamma UAS-luciferase reporter, 20 h; Potency, µM (titrated, usually from 53.6 µM), without a hit: at the top dose activity change, negative = inhibition, most hits filed as inhibitors; 5.4% of 310,000 active; further: on the % scale 0 is the no-effect control and ±100 the full control effect; nearly all actives have a fitted effect of over 60% in size
#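 Luminescence from a UAS-regulated Photinus luciferase reporter in stably transfected Drosophila Schneider cells is measured; decreased signal marks ROR gamma inhibition. Fusion expression is induced by 700 uM copper sulfate for 20 hr.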
# BRCA1 expr up – qHTS Assay to Identify Small Molecule Activators of BRCA1 Expression | MCF7-BRCA1-FFLuc reporter, luminescence, 48 h; response scale: scaled: vehicle 0%, 10 µM genistein 100% | Potency, µM (series often up to 46.1 µM), for inactives: at the top dose activation, most hits filed as activators | 1.1% of 380,000 active | AID 624202, 2012; further: nearly all actives have a fitted effect of over 80% in size; some results filed as inactive show a strong effect at the top dose
#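 MCF7-BRCA1-FFLuc cells, 2000/well in phenol-red-free MEM, attached 2 h then treated 48 h at 37 C. Luciferase luminescence read 15 min after reagent; normalized to genistein maximum activation (10microM) and DMSO, concentration-response fitted.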
# uPA generation – qHTS for Inhibitors of Cell Surface uPA Generation; 0.31% of 330,000 active; cell surface uPA generation assay, qHTS; Potency, µM (highest dose often 38.3 µM), without a hit: top-dose activity change, negative = inhibition, actives largely listed as inhibitors; AID 540303, 2011; active means well fitted inhibition curve with a large enough effect; inconclusive means small, poorly fitted or top-dose-only effect; inactive means no such curve, though single readings can be large or run the other way; tested in mouse RAW 264.7 cells; further: on the % scale 0 is the no-effect control and ±100 the full control effect; nearly all actives have a fitted effect of over 55% in size
# FLuc counter – qHTS profiling assay for firefly luciferase inhibitor/activator using purifed enzyme and Km concentrations of substrates (counterscreen for miR-21 project); purified FLuc, Km substrates, luminescence inhibition; Potency, µM (highest dose often 57.5 µM), for the others: at the highest dose activity change, negative = inhibition, most hits filed as inhibitors; 6.9% of 360,000 active; AID 588342, 2011;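 further: plate controls were vehicle for no effect and reference inhibitor for full effect; nearly all actives have a fitted effect of over 55% in size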
#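 Purified P. pyralis luciferase (10nM final) with 10uM D-luciferin and 10uM ATP (Km levels) in 50mM Tris acetate pH 7.5, 10mM Mg acetate, 0.01% Tween-20, 0.05% BSA; qHTS 6-point titration, ~60 µM downward; luminescence read.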
# NPC1 prom act – qHTS Assay for NPC1 Promoter Activators | Huh7 NPC1 promoter luciferase reporter, 24 h | Potency, µM (series often up to 9.22 µM), for the others: at the top dose activation, most hits filed as activators | 2.4% of 320,000 active | AID 485313, 2010;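 further: % of control where 0% means no effect; nearly all actives have a fitted effect of over 60% in size; reporter is driven by a mutant NPC1 promoter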
#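 Cells: Huh7 expressing luciferase under the NPC1 promoter, 1500/well. Seeded 2 h, compound added, incubated 24 h at 37 °C. Luciferase reagent, 10 min ambient, then luminescence.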
# p53 reactivation – qHTS assay for re-activators of p53 using a Luc reporter | H1299 p53-A138V BP100-luciferase reporter, luminescence, 24 h | Potency, µM (titrated, usually from 92.2 µM), for inactives: at the highest dose activity change, positive = activation, actives largely listed as activators | 0.063% of 320,000 active; further: % of control where 0% means no effect; nearly all actives have a fitted effect of over 45% in size
#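 p53-null H1299 cells stably carrying temperature-sensitive p53-A138V and a BP100-luciferase reporter were pinned with compounds (4-point, 1:5 series) and held 24 hrs at 37 deg C. Luminescence was read 10 min after detection reagent.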
# MBNL1 CUG block – qHTS Assay for Inhibitors of MBNL1-poly(CUG) RNA binding. TR-FRET MBNL1-His/biotin-(CUG)12 binding, 665/545 ratio. Potency, µM (series often up to 57.5 µM), for inactives: at the top dose activity change, negative = inhibition, actives largely listed as inhibitors. 0.036% of 280,000 active; active means well fitted inhibition curve with a large enough effect in the signal ratio, with a control signal flat, not every such curve was filed as active; inconclusive means small, poorly fitted or top-dose-only effect, or effect the other way, or a change in a side signal; inactive means no such curve, though single readings can be large or run the other way; the % refers to the signal ratio; further: on the % scale 0 is the no-effect control and ±100 the full control effect
#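 TR-FRET readout: Ex 340 nm, 665/545 nm emission ratio, normalized to buffer-only (basal) and MBNL1-(CUG)12 controls. Complex of MBNL1-His with Biotin-(CUG)12, compounds 92 nM–58 uM, incubated 60 min at room temperature.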
# * = called active by the depositor; ? = inconclusive; . = no result given; [ ] = remark or other dose. Unless noted, the call rests on the fitted dose curve; in most records, active means well fitted curve in the direction sought with a large enough effect; inconclusive means small, poorly fitted or top-dose-only effect, or another doubt; inactive means no such curve, though single readings can be large; an effect the other way counts as inactive or inconclusive. Potency means the concentration at half of the fitted maximal effect.
SMILES,ELG1 genotox,Gal4-VP16 FLuc,CXXC DNA block,Rab9 prom act,RORgamma inh,BRCA1 expr up,uPA generation,FLuc counter,NPC1 prom act,p53 reactivation,MBNL1 CUG block
O=C(NCC1COc2ccccc2O1)c1c[nH]c2ccc(S(=O)(=O)N3CCOCC3)cc2c1=O (configuration not stated),-4.3%,1.6%,3.0%,5.2%,36.9%,-32.9%,0.1%,-2.0%,-0.8%,-12.1%,18.9%
Cc1ccc(C)c(N2CCN(C3CCCCC3NS(=O)(=O)c3ccccc3)CC2)c1 (configuration not stated),-4.9%,-3.0%,0.7%,-5.6%,4.4%,-36.2%,7.0%,-4.2%,-4.1%,6.0%,5.4%
COc1ccc2nc(SCC(=O)NC3CCCc4ccccc43)[nH]c2c1 (configuration not stated),-3.3%,-11.5%,3.5%,-2.2%,21.4%,-32.9%,-1.3%,3.0%,-3.4%,0.4%,-9.2%
COc1ccccc1CNS(=O)(=O)c1ccc2c(c1)NC(=O)CS2,-0.8%[9.26 µM],4.4%,2.0%,-1.3%,14.0%,-9.5%,12.3%,-4.0%,-7.4%,11.0%,-3.8%
CC1CCCCN1CC(=O)Nc1ccc(Oc2ccccc2)cc1 (configuration not stated),0.2%,8.5%,20.6%,-8.1%,5.3%,-23.1%,1.3%,-2.3%,-0.6%,0.0%,-4.1%
Cc1n(N)c2ccccc2[n+]1CC(=O)c1ccccc1,-7.4%,4.4%,-2.4%,-1.6%,1.9%,-3.6%,.,1.8%,-4.0%,-3.2%,8.4%
O=C(Nc1ccc(NC(=O)C2CCCCC2)nc1)c1ccccn1,?,-8.8%,3.1%,3.55µM*,3.1%,81.1%,-4.7%,16.9µM*,?,11.2%,3.5%
CC(=O)C(Cc1cccc(F)c1)(Cc1cccc(F)c1)C(C)=O,-1.9%,-7.0%,23.8%,-3.3%,32.8%,-3.5%,?,-2.7%,-0.2%,7.9%,2.0%
C/C(=N\NC(=O)CO/N=C(\C)c1cccs1)c1ccc(N)cc1,-1.4%,0.3%,7.6%,-4.5%,3.6%,-1.0%,9.8%,?,3.2%,5.7%,21.1%
Cc1ccc(C(=O)OCC(=O)N(C)C2CCS(=O)(=O)C2)cc1S(=O)(=O)N1CCCCC1 (configuration not stated),3.7%,.,.,-0.7%,.,-8.4%,-2.1%,1.9%,-7.7%,1.8%,.
Cn1c(SC(C(=O)Nc2ccc(F)cc2)c2ccccc2)nc2ccccc21 (configuration not stated),-0.9%,?,5.2%,-0.2%,11.2µM*,-75.1%,-19.5%,-4.8%,9.2%,26.3%,?
O=C(N/N=C/C=C\c1ccco1)c1ccccn1,?,-3.9%,-10.8%,8.7%,39.8%,6.7%,-6.7%,?,?,24.5%,23.1%
Fc1ccc(COc2cccc(-c3n[nH]c(=S)o3)c2)cc1,0.8%,?,5.9%,1.1%,11.2µM*,1.0%,11.3%,?,-2.6%,3.0%,45.0%[activator]
COc1ccc([N+](=O)[O-])cc1NCc1ccccc1,?,-0.4%,11.4%,-3.3%,14.0%,-3.0%,1.3%,0.6%,-4.2%,1.3%,?
Brc1ccc(NC2=Nc3ccccc3CC2)cc1,17.6%,?,5.5%,?,?,8.91µM*,-1.7%,3.79µM*,3.16µM*,?,-2.4%
Cc1cc(-c2nnc(SCC(=O)Nc3nc(-c4ccccc4)cs3)o2)no1,2.2%,-10.2%,1.5%,-6.5%,14.1µM*,-2.1%,-14.3%,-0.5%,-2.4%,12.7%,17.7%
CC(C)CN(C(=O)CSc1nnc2c(Cl)cc(C(F)(F)F)cn12)C1CCS(=O)(=O)C1 (configuration not stated),1.0%,-9.7%,19.0%,-8.9%,-19.8%,-0.5%,7.8%,0.6%,1.1%,-3.4%,14.4%
Cc1cn(CCC(=O)Nc2ccc(N3CCOCC3)cc2)c2ccccc12,?,0.8%,-5.6%,?,18.8%,10µM*,15.6%,13.5µM*,?,11.1%,.
O=C(Nc1nnc(-c2ccccc2Cl)o1)c1nc2ccccc2s1,?,?,0.3%,-1.9%,1.12µM*,2.7%,?,-4.5%,-0.5%,?,-9.2%
Cc1ccc(NC(=O)COC(=O)c2ccc([N+](=O)[O-])o2)cc1S(=O)(=O)N1CCCCC1,-0.7%,-7.4%,1.6%,-0.8%,-19.3%,7.3%,-4.0%,-0.5%,-5.1%,4.2%,?
O=C(Nc1ccc(CSc2ccccc2)cc1)c1ccc(CN2CCOCC2)cc1,3.2%,?,3.7%,-32.5%[inhibitor],?,-37.6%,-16.4%,-8.0%,-22.3%,-8.2%,0.7%
CN(C)c1nc2ccc(OCCN3CCCCC3)cc2s1,9.4%,8.7%,2.1%,?,5.6%,11.2µM*,2.6%,?,?,?,-3.9%
COC(=O)C1=C(N)Oc2cc(C)oc(=O)c2C1c1cccnc1 (configuration not stated),0.8%,-3.2%,0.2%,15.4%,-9.4%,0.1%,.,1.4%,-4.5%,-4.5%,8.0%
C=CCn1c(NC(=O)c2ccc(Br)o2)c(C(=O)OCC)sc1=S,-3.4%,4.9%,6.0%,-6.3%,30.4%,5.8%,6.3%,?,-5.5%,-2.0%,-7.3%
CC(C)CC(=O)NC1(C(F)(F)F)NC(=O)N(c2ccccc2)C1=O (configuration not stated),-0.8%,-9.7%,-2.4%,-3.9%,6.1%,21.7%,0.5%,-1.1%,-0.8%,13.2%,-8.0%
CCCCCN(C(=O)CSc1n[nH]c(-c2ccc(C)cc2)n1)c1c(N)n(CCCC)c(=O)[nH]c1=O,8.6%,.,.,23.0%,.,?,-8.3%,2.69µM*,0.4%,23.4%,.
O=C(CCC(=O)N1CCCC1)Nc1ccc([N+](=O)[O-])cc1,9.8%,0.8%,-2.8%,-2.7%,-7.8%,15.3%,0.2%,0.8%,-1.6%,12.0%,?
COc1ccc2cc(C3OCCO3)c(Cl)nc2c1,?,-15.6%,7.0%,2.51µM*,-33.4%,?,-6.1%,12µM*,2.51µM*,4.5%,3.7%
Cc1ccc(OC(C)C(=O)Nc2ccc(C)c(S(=O)(=O)Nc3ccc(C)cc3C)c2)cc1 (configuration not stated),-9.0%,-3.1%,-2.8%,-0.8%,?,-81.2%[inhibitor],-8.9%,-0.6%,-0.9%,11.6%,.
O=C(Cn1cc(C(F)(F)F)cc(Cl)c1=O)Nc1cc(S(=O)(=O)N2CCOCC2)ccc1Cl,2.8%,-9.2%,-4.6%,2.3%,?,12.6%,3.2%,2.1%,-0.6%,1.1%,22.9%
COc1ccc(S(=O)(=O)N(C)CC(=O)NCc2cccnc2)cc1OC,-0.8%,-3.1%,-1.6%,-7.2%,0.9%,10.7%,-6.4%,-0.9%,4.6%,7.5%,2.5%
CCCn1c(=O)c(C(=O)NCc2ccccc2Cl)c(O)c2ccccc21,-1.1%,?,-4.8%,-0.3%,?,-4.1%,-1.7%,5.2%,-2.1%,.,9.2%
CCOC(=O)c1c(-n2cnnn2)sc(C)c1C,1.5%,10.2%,-1.4%,2.0%,-20.4%,1.9%,.,-11.8%,3.2%,-10.2%,-19.8%
Cc1nn(Cc2ccc(Cl)cc2)c(C)c1NC(=O)CSc1n[nH]c(C)c1[N+](=O)[O-],-6.5%,6.1%,-15.2%,-2.0%,13.9%,-39.8%,17.9%,1.7%,-5.3%,-2.5%,-10.8%
O=C(COC(=O)c1ccccn1)NC12CC3CC(CC(C3)C1)C2,-3.4%,2.6%,-3.4%,-6.4%,12.6%,-0.7%,0.5%,21.3µM*,0.4%,0.5%,0.1%
Cc1cccc(NC2=NC(C)(C)N=C(N)N2)c1C,3.6%,4.0%,1.1%,2.2%,-25.4%,0.0%,4.0%,5.9%,1.1%,1.8%,2.5%

# As entered above:
# CCCn1c(=O)c(C(=O)NCc2ccccc2Cl)c(O)c2ccccc21 in NPC1 prom act has -2.1%
# O=C(COC(=O)c1ccccn1)NC12CC3CC(CC(C3)C1)C2 in uPA generation has 0.5%

# Not all compounds are listed, so the mix of outcomes need not match the whole.
